High-throughput results (PubChem BioAssay)
GASC-1 inh – human JMJD2C demethylase inhibition; AID 2099; hit rate 0.069% among 330,000; GST-JMJD2C(1-420) H3K9me3 demethylation, DELFIA europium; inhibition, % at 2.35 µM;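 active = more than half of a compound's replicate wells show inhibition beyond 50%, single wells judged on their own value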;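 also: signal counts dimethyl H3K9 product captured on neutravidin plate; 0% = median of DMSO wells and 100% = 0.3 times that DMSO median; strong numbers were not always called active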
core dimer inh – HCV core protein dimerization inhibition; TR-FRET GST/Flag-core106 dimerization, 1536-well; inhibition, % at 5 µM; hit rate 0.33% among 300,000; AID 1899;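 active = inhibition above the mean of all tested compounds plus 3 SD, set per screening campaign, cut at about 45% in these data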
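System: GST-tagged and Flag-tagged HCV core protein residues 1-106 / Input: core106 proteins, GST 13.5 nM and Flag 17 nM / Buffer or medium: KF-containing HEPES buffer, pH 7.45, DTT, CHAPS, BSA / Probe or stimulus: Eu-anti-GST and XL665-anti-Flag labelled anti-tag antibodies / Schedule: 4 h, 22.5 °C incubation / Technique: TR-FRET 671 and 617 nm emission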
Fh CTSL1 inh – blocks F. hepatica cathepsin L1 in PFM18AAP counter-screen; hit rate 0.49% among 300,000; recombinant F. hepatica cathepsin L1, Z-Leu-Arg-MCA fluorescence; inhibition, % at 5.96 µM;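 active = inhibition above the mean of all tested compounds plus 3 SD, set per screening campaign, cut at about 17% in these data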;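 also: 0% = plate median of test compound wells and 100% = 1 µM Z-Phe-Ala-diazomethylketone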
PP1 inh – PP1-alpha (human) inhibition in PP5 counter-screen; P62136; inhibition, % at 6.7 µM; purified PP1alpha, OMFP fluorescence; hit rate 0.9% among 320,000; AID 2235;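 active = inhibition above the mean inhibition of all tested compounds plus 3 SD, computed separately for each screening campaign, cut at about 15% in these data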
Target sequence (P62136 whole entry, looked up): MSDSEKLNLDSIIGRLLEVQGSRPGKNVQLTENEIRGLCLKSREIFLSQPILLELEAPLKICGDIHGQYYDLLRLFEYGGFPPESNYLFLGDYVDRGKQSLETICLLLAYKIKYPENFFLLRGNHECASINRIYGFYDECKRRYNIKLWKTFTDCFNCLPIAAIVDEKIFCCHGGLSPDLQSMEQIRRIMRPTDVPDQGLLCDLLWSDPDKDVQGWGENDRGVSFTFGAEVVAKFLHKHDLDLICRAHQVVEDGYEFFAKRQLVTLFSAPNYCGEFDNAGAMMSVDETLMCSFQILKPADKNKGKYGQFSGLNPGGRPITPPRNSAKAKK
Efflux pump mplx – antifungal efflux pump inhibition, Nile Red retention | S. cerevisiae Candida pump triplex | inhibition, % at 10 µM | hit rate 0.44% among 330,000;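 active = plate passing quality check with inhibition over a set limit, or well fluorescence over plate mean plus 4 SD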;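 also: Nile Red retained in pooled yeast measured as flow cytometry median fluorescence; 0% = buffer negative control and 100% = Enniatin B positive control; higher means more Nile Red kept so more efflux inhibition; some compounds called inactive have numbers as strong as hits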
LYPLA2 counter – counter-screen for PME1 inhibitors: inhibitors of human LYPLA2; recombinant LYPLA2, FP-Rh probe fluorescence polarization; inhibition, % at 5.9 µM; hit rate 0.38% among 320,000; AID 2177;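 active = inhibition above the screen-wide mean plus 3 SD, limit set per campaign, cut at about 26% in these data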;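 also: 0% = LYPLA2 with DMSO and 100% = wells lacking LYPLA2 enzyme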
TPT1 inhibitor – blocks Candida albicans tRNA 2'-phosphotransferase. AID 1962. inhibition, % at 5 µM. recombinant caTPT1, FP RNA substrate dephosphorylation. hit rate 0.81% among 300,000;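 active = inhibition above the mean of all tested compounds plus 3 SD, set per screening campaign, cut at about 24% in these data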;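 also: plate controls were DMSO alone for no effect and ferristatin control at 100 nM for full effect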
PP5 inh – PP5 (human) phosphatase inhibition; inhibition, % at 6.7 µM; purified PP5c, OMFP substrate fluorescence; AID 1987; P53041; hit rate 0.18% among 320,000;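 active = inhibition above the campaign's mean inhibition across all tested compounds plus 3 SD, cut at about 9.5% in these data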;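 also: 0% = DMSO only and 100% = 100 µM cantharidin control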
PREPL inhibitor – inhibitors of human prolyl oligopeptidase-like enzyme PREPL; inhibition, % at 5.96 µM; Q4J6C6; hit rate 0.68% among 320,000; AID 2751; recombinant PREPL, fluorescence polarization activity-based probe; in the data active = inhibition above about 43%;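 also: 0% = enzyme with DMSO and 100% = wells lacking enzyme; many of its hits are not listed in these tables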
Target sequence (Q4J6C6 whole entry, looked up): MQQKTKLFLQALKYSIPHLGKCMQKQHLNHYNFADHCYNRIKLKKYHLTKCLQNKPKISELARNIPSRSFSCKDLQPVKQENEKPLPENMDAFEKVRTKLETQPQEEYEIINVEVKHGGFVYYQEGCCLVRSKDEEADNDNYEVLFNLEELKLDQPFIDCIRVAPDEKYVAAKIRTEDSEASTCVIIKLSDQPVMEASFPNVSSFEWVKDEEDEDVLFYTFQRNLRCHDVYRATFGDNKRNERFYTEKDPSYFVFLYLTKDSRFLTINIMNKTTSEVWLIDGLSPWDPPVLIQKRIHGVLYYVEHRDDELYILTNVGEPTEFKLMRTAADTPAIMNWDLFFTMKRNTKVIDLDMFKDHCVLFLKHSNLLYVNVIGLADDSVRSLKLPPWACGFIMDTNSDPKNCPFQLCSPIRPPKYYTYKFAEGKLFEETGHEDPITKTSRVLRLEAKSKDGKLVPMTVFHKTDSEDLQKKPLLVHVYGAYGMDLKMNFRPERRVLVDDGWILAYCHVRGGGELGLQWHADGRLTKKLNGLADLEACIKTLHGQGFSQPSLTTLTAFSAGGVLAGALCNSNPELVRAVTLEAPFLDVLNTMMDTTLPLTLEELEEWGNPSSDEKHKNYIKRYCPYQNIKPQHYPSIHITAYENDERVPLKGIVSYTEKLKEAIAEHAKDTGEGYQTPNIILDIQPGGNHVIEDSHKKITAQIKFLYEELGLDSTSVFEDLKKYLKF
Starred values were filed as active, the others as inactive; / = not tested or not shown; & = joins results of further samples.

Results follow in this order: GASC-1 inh, core dimer inh, Fh CTSL1 inh, PP1 inh, Efflux pump mplx, LYPLA2 counter, TPT1 inhibitor, PP5 inh, PREPL inhibitor
COc1cccc(NC(=O)Cn2c(CCC(=O)O)ccc2-c2ccccc2)c1
    3.7, 15.9, -2.7, -2.0, -0.2, 0.8, 3.1, 1.4, 1.3
O=C(NC(=S)Nc1nc(-c2ccccc2)cs1)c1cncc(Br)c1
    -2.5, 3.7, 0.2, -0.8, 0.0, -2.9, -3.3, 0.7, 1.0
Cc1ccc(S(=O)(=O)CCC(=O)NC2CCCCC2)cc1
    10.1, /, /, -1.2, 0.1, 1.5, /, 0.0, 1.2
c1ccc(OCCN2C3=NCCN3c3ccccc32)cc1
    -13.8, -7.3, 3.1, -2.3, 0.0, 7.5, -3.6, -1.8, 13.5
C#CCN(C(=O)c1cc(COc2cccc(C(F)(F)F)c2)on1)C1CCCCC1
    0.2, -0.9, 5.9, 2.8, -2.6, -9.3, -4.2, 3.1, 8.3
CC(C)NC(=S)N/N=C1\CCCc2ccccc21
    -1.2, -3.5, 10.2, -0.9, -0.1, 7.5, -4.3, -0.7, 10.3
CCc1nc2nc(C)c(NS(=O)(=O)c3ccc(CC(C)C)cc3)c(=O)n2[nH]1
    -18.2, -9.3, 1.6, -1.8, -0.1, -1.9, 1.7, 2.2, 5.8
COc1cccc(N(C(=O)c2ccco2)C(C(=O)NC2CCCC2)c2ccc(N(C)C)cc2)c1 (stereo not given)
    1.1&0.9, 9.6, 1.6, 3.4, 0.0, 5.0, 2.6, 3.4, -7.6
O=S(=O)(Nc1ccc2ccccc2n1)c1ccccc1
    -6.1, -2.1, 3.3, -4.5, 0.1, 14.2, 0.5, 2.1, -4.6
N#C/C(C(=O)N1CCOCC1)=C1/SC(Cc2ccc(F)cc2)C(=O)N1c1ccccc1 (stereo not given)
    1.8, -7.1, -0.6, -4.1, 0.0, 0.4, 19.8, 3.2, 0.2
COc1ccc(C(=O)CN2C(=O)c3ccccc3C2=O)cc1
    -22.1, 3.0, -2.5, -3.2, 0.0, 6.7, -2.8, 0.4, 7.4
Cn1c(=O)[nH]c(=O)c2c1nc(SCc1ccccc1Cl)n2CC(N)=O
    2.3, -0.5, 1.4, 3.5, 0.0, -0.3, 2.0, 2.1, -1.7
O=C(O)c1cc(O)ccc1N=Nc1ccccc1
    2.0, 2.0, 5.2, -1.5, 0.0, -2.2, -0.7, 1.3, 0.5
CCN(C(=O)COC(=O)CNC(=O)c1ccc(C)c(C)c1)C1CCS(=O)(=O)C1 (stereo not given)
    4.0, 7.1, -9.4, 0.9, 0.0, 2.4, -4.8, -1.0, 4.7
Cc1cc(NC(=O)CSc2nnc(C3CC3)n2C)no1
    60.4, -4.4, -4.3, -0.7, -0.1, 1.2, -0.5, -0.5, 7.3
CCN1C(=O)c2ccc(C(=O)Nc3ccc(O)cc3C)cc2C1=O
    3.7, -0.2, 0.1, -2.9, 0.0, 0.0, 1.9, -2.2, 19.4
O=C(Nc1cccnc1)c1cc2c(ccc3ccccc32)o1
    4.7, -3.8, -2.0, 8.7, -0.1, -10.0, 0.7, 2.2, 1.7
CCCCCc1nc2sc3c(c2c(=O)n1N)CCC3
    6.5, -0.3, -1.0, -1.7, 0.1, 6.3, 6.8, 1.2, -0.8
CCc1cccc2c(C(=O)COC(=O)c3nccnc3N)c[nH]c12
    0.1, 9.2, 7.0, -2.6, 0.1, -9.3, 15.4, 3.2, -8.1
O=C(CCl)c1ccc2[nH]c(=O)oc2c1
    -0.3, -13.5, 0.9, -1.6, 0.0, -0.8, 2.5, -0.1, -10.5
CCOC(=O)c1ccc(NC(=O)c2ccc3c(c2)OCO3)cc1
    4.2, 3.1, -0.9, -0.4, -0.1, 5.3, -1.6, 3.6, 3.2
Cc1cccc(OCCOC(=O)CN2C(=O)NC3(CCCC3)C2=O)c1
    12.0, 0.4, -3.5, 0.8, 0.4, 2.0, 4.6, 0.5, 24.0
Nc1cc(N)nc(SCc2ccc(Cl)cc2)n1
    5.1, 2.1, -2.8, -0.1, 0.1, 0.2, 2.0, 4.0, 6.3
CC(c1cccs1)N(Cc1ccco1)C(=S)Nc1ccc(F)c(Cl)c1 (stereo not given)
    4.8, 1.5, -2.6, 3.0, -0.1, 0.1, -2.5, 1.8, -2.3
COc1ccc(S(=O)(=O)N2CCC(N3CCN(Cc4ccccc4)CC3)CC2)cc1
    -19.8, 5.8, -2.2, -4.7, 0.1, 0.4, 0.3, 2.1, -8.3
O=C(COc1cccc(Cl)c1)NCC(c1cccs1)N1CCOCC1 (stereo not given)
    -3.0, /, /, -0.7, 0.3, 5.7, /, 4.0, 17.2
CCC(C)C(=O)Nc1nnc(SCC(=O)NC2CCCC2)s1 (stereo not given)
    -10.4, -1.6, 1.5, -0.9, 0.2, 4.1, -2.9, 2.6, 14.1
COc1ccc(NC(=O)CSc2nc3c(c(=O)n2-c2ccccc2)SCC3)c(OC)c1
    -0.4, 7.8, 0.6, -3.8, 0.0, 2.1, -1.2, 1.9, 1.4
O=[N+]([O-])c1c(NCCCO)cc(N2CCN(Cc3ccc4c(c3)OCO4)CC2)c2nonc12
    -6.8, -8.6, 8.5, -1.9, -0.2, -1.5, 0.4, 0.8, 34.9
Cc1cc(C)cc(NC(=O)CN(C)S(=O)(=O)c2cnc[nH]2)c1
    -2.1, -1.3, 1.0, -4.3, 0.0, 6.8, -0.8, 1.4, -6.9
O=C(CCc1nc2ccccc2s1)N1CCN(S(=O)(=O)c2cccs2)CC1
    -6.0, 11.2, -0.1, -3.1, 0.1, 4.8, -4.4, 2.8, -22.3
CC(=O)N1CCN(c2ccccc2NC(=O)COc2ccc(Br)cc2)CC1
    -34.9, 8.9, 0.3, 5.4, 3.6, -0.2, 0.8, 1.2, 10.3
O=C(/C=C1\NC2(CCCC2)Cc2ccccc21)C(=O)N/N=C/c1ccccc1O
    -12.2, 12.4, 1.2, 13.4, 0.1, -25.9, -1.7, -2.6, 4.6
Cc1ccc(C)c(CN2C(=O)C(C)Oc3ccc(C)cc32)c1 (stereo not given)
    -0.8, 3.2, 2.5, -1.7, 0.0, 2.6, -1.6, 1.4, 0.2
CC#CCNCc1ccccc1
    0.6, -5.0, -0.4, 2.9, 0.1, -0.6, -0.7, 2.8, -5.5
CCN(CC(N)=O)S(=O)(=O)c1ccc(Br)cc1
    -2.7, -1.1, -2.4, -3.8, 0.0, 0.3, -0.2, 0.2, 11.2
Cc1cc(C)c(NC(=O)CSc2nc3ccccc3c(=O)n2CCCN2CCOCC2)c(C)c1
    -2.3, /, /, -2.6, 0.3, 1.7, /, 3.4, 3.4
C=CCNc1nc2ccccc2nc1NS(=O)(=O)c1ccc(F)cc1
    -28.2, 6.2, -3.6, 0.8, -0.2, 5.2, -1.9, 1.5, 1.4
Cc1nn(Cc2c(Cl)cccc2Cl)c(C)c1NC(=O)CCCn1nc(C)c([N+](=O)[O-])c1C
    3.0, -5.4, 0.2, -3.4, -0.2, 9.1, -3.5, 0.7, 11.6
COCCCN(CC(=O)NCc1ccccc1)S(=O)(=O)c1ccc(C)cc1
    11.3, 2.6, -3.6, 3.1, 0.0, 2.4, -0.1, -0.9, 0.3
COc1ccc(C(CNC(=O)Cn2[nH]c(=O)c3ccccc3c2=O)N2CCCC2)cc1 (stereo not given)
    -26.6, 0.7, -5.3, -0.2, -0.1, 1.1, 0.1, 1.2, -3.5
O=S(=O)(c1ccc(Cl)cc1)N1c2ccccc2Oc2nc3ccccc3nc21
    -7.1, 14.1, -1.1, 1.4, -0.2, -2.2, 4.9, 3.6, 8.0
CS(=O)(=O)c1ccc(NCCc2ccccn2)c([N+](=O)[O-])c1
    -9.9, 8.9, -0.9, 0.1, -0.2, 1.1, -3.1, 2.1, -0.3
COc1ccc(NC(=O)C(NC(C)=O)C(=O)NCc2ccc(F)cc2)cc1 (stereo not given)
    -4.2, -3.1, -2.9, -8.1, 0.2, -4.1, 4.0, 1.2, 17.1
Cc1cc(C)c(NC(=O)Cn2nnc(C(=O)NCc3ccco3)c2N)c(C)c1
    -3.5, -0.7, 0.3, 2.8, -0.1, 2.9, 3.1, -0.5, -2.6
CN=C(Nc1ccccc1)SC1CC(=O)N(c2ccc(C(=O)OC)cc2)C1=O (stereo not given)
    -1.2, 1.8, 1.8, 1.3, -0.1, -5.8, 5.8, 3.4, -13.8
CNc1nc(N)c([N+](=O)[O-])c(Nc2cccc(Cl)c2)n1
    4.8, 8.7, 1.8, -3.7, -0.1, -0.6, 0.4, 0.4, 0.3
COc1ccc(CCNC(=O)c2cnccn2)cc1
    12.9, 7.5, 1.4, -2.9, -0.3, -5.0, 3.2, -0.1, 8.0
Clc1ccc(C(c2ccccc2Cl)C(Cl)Cl)cc1 (stereo not given)
    /, 6.8, 1.9, -0.4, 0.0, -6.4, -2.0, -1.5, 0.4
Cc1nc2c(C#N)c[nH]n2c(=O)c1CCO
    -5.9, -3.9, -0.4, -3.4, -0.1, -1.1, -2.5, -1.9, 8.4
Cc1ccc(-n2c(SCC(=O)N/N=C/c3ccccc3C(=O)O)nnc2-c2ccccc2)cc1
    6.7, 7.1, -2.3, 1.9, -0.1, 4.8, 0.8, -1.4, -3.0
CS(=O)(=O)N(CC(=O)NCc1ccccn1)c1ccc2c(c1)OCCO2
    -20.5, 1.2, -2.6, -11.1, 0.1, 6.2, 0.5, 3.3, -1.2
CN(C)CCCNC(=S)N1CCC(c2nc3ccccc3[nH]2)CC1
    -19.0, 1.3, -4.8, -1.5, -0.1, -2.0, 0.1, 0.1, 11.9
CCC(CC)NCCOC(=O)c1ccc([N+](=O)[O-])cc1
    -21.6, -12.2, -1.9, 0.9, 0.0, -2.2, -0.6, 0.9, 8.1
Cc1ccn2c(C(=O)CSc3ccccc3)c(C)nc2c1
    1.2, -0.8, 4.5, -3.4, 0.0, 19.6, -0.6, -1.6, -6.6
NC(=O)COC(=O)c1ccccc1OCc1ccccc1
    1.3, -0.7, -5.5, 2.5, 0.0, 10.0, -1.9, -0.1, -13.2
Cc1cccc(NC(=O)c2cc([N+](=O)[O-])ccc2N2CCCCC2)n1
    5.2, 5.0, 1.1, -1.4, 0.0, -0.1, -1.6, 0.7, 10.1
COc1ccc(C2=NOC(Cn3nc(C(=O)NCc4cccc(C(F)(F)F)c4)cc3-c3ccccc3)C2)cc1 (stereo not given)
    11.3, 10.4, -1.3, 5.2, 0.1, -17.8, 2.1, 1.0, -10.6
COC(=O)c1nn(-c2cccc(C)c2)c2nnc(Cc3ccccc3)c(=O)n12
    -1.6, -9.2, 3.6, 0.0, -0.1, -3.7, 0.3, -0.4, 2.8
CN(C)c1ccc(C(=O)/C=C/c2ccccc2)cc1
    185.2, 6.1, 1.8, 0.0, 0.0, 2.1, 5.8, -2.1, 10.1
O=C(CSCc1cnn(-c2ccccc2)c1-n1cccc1)N1CCN(Cc2ccccc2)CC1
    5.2, 2.2, 0.7, 3.2, 0.0, 5.3, -0.7, 4.3, 4.4
CC(Oc1ccccc1Cl)C(=O)Nc1ccc(S(=O)(=O)N2CCCC2)cc1 (stereo not given)
    -6.9, 2.5, -2.2, -5.1, 0.0, 9.8, -0.4, 0.8, 10.4

A portion of the library, so the mix of outcomes need not match the whole.
